APOBEC3A inh – human APOBEC3A DNA deaminase inhibition; 330,000 tested, 0.41% active; recombinant A3A, FAM/TAMRA ssDNA deamination fluorescence; AID 493011; P31941; inhibition, % at 20 µM;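 active means at least 40% inhibition at 20 µM here, with at most 30% in a related deaminase screen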;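 further: plate controls were A3A with DMSO for no effect and wells lacking A3A enzyme for full effect; some results filed as inactive read as strong as hits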
Target sequence (P31941 whole entry, looked up): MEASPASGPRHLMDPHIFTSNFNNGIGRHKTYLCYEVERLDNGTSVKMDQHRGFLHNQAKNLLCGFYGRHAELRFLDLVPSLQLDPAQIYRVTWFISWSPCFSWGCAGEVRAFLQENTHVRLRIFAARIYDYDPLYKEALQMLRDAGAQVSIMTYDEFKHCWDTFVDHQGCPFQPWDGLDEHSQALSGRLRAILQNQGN
hIAP activ – increases human intestinal alkaline phosphatase activity; P09923; purified human IAP, CDP-Star luminescence, 30 min; stronger effect = higher value; 1 = vehicle-only enzyme, 0 = enzyme-free background; activation factor at 10 µM; 330,000 tested, 0.16% active; AID 2524;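 active means activation factor of the enzyme at least 2-fold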; further: the source names both 10 and 20 µM as test concentration; values of inactives mirror those of a sister screen read the other way
ATG4B inhibitor – ATG4B (human) cysteine protease inhibition; Q9Y4P1; ATG4B cleavage of LC3-PLA2, NBD-HPC fluorescence, 1 h; inhibition, % at 8.33 µM; 340,000 tested, 0.51% active; AID 504462; in the data active means inhibition above about 40%
PfG6PD inh – PfG6PD (Plasmodium falciparum) enzyme inhibition | PfGluPho enzyme, NADPH resazurin-diaphorase fluorescence | inhibition, % at 20 µM | 350,000 tested, 0.78% active;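 active means inhibition reaching at least a set limit at 20 µM in the primary screen, cut at about 59% in these data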;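 further: 0% = DMSO wells with substrate and 100% = DMSO wells lacking glucose-6-phosphate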
mIAP inh – blocks mouse intestinal alkaline phosphatase | 330,000 tested, 0.2% active | inhibition, % at 10 µM | purified mouse IAP, CDP-Star luminescence, 30 min;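 active means inhibition of at least 40% at 10 µM in the primary screen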;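 further: plate controls were DMSO with enzyme for no effect and no enzyme wells for full effect; values of inactives mirror those of a sister screen read the other way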
mIAP act – increases mouse intestinal alkaline phosphatase activity | activation factor at 10 µM | 330,000 tested, 0.24% active | AID 2805 | muIAP, CDP-Star luminescence, 30 min; stronger effect = higher value; 1 = vehicle-only enzyme signal, 0 = enzyme-free wells;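 active means activation factor of at least 2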; further: the source names both 10 and 20 µM as test concentration; values of inactives mirror those of a sister screen read the other way
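Assay system: mouse IAP enzyme; reagent: chemiluminescent substrate CDP-Star; dosing: test compounds delivered from DMSO solution; schedule: 30 min at room temperature; measured by: luminescence from enzymatic CDP-Star hydrolysis; controls: DMSO-only wells and no-enzyme negative control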
HKDC1 inhibitor – inhibitors of human hexokinase HKDC1; 340,000 tested, 0.16% active; recombinant HKDC1, G6PDH/diaphorase resazurin coupled fluorescence; inhibition, % at 20 µM; Q2TB90;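 active means inhibition above about 35% when tested at 20 µM, limit read from the data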;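 further: plate controls were DMSO wells with enzyme for no effect and DMSO wells lacking enzyme for full effect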
Target sequence (Q2TB90 whole entry, looked up): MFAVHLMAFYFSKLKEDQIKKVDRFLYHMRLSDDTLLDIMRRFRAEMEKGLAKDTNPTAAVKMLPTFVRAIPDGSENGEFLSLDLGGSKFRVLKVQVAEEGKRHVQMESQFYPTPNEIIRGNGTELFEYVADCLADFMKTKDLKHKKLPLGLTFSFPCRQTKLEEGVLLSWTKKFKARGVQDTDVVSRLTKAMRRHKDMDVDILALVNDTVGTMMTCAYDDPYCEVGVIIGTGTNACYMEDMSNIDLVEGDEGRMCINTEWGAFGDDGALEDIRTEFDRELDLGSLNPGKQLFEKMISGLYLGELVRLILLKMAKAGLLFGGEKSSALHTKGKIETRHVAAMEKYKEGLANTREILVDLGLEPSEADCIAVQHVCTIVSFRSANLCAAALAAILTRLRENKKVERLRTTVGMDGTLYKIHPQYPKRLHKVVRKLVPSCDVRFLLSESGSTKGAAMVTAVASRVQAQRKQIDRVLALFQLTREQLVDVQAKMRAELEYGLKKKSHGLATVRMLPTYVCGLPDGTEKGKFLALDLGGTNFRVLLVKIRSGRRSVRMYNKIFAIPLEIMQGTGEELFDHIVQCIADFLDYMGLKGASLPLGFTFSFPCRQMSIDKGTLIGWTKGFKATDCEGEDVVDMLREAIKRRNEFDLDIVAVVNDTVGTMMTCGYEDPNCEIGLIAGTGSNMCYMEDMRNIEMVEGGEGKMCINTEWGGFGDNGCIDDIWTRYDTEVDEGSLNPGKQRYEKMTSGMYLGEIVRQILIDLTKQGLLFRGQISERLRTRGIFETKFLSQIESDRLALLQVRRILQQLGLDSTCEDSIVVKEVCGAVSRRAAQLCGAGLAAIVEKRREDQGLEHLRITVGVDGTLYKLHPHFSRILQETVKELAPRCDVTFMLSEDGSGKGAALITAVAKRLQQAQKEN
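Assay system: recombinant HKDC1 hexokinase; detection: coupled resazurin fluorescence, excitation 525 nm, emission 613 nm; benchmarks: DMSO-plus-enzyme-mix negative control, buffer-substituted positive control; compound dosing: single 20 µM dose; schedule: 90 min at room temperature in dark; also added: glucose plus 1 mM ATP as hexokinase substrates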
hIAP inh – human IAP inhibition; P09923; 330,000 tested, 0.12% active; purified IAP, CDP-Star luminescence, 30 min; AID 2544; inhibition, % at 10 µM;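 active means inhibition reaching a set limit with compound at 10 µM in the primary screen, cut at about 35% in these data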;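 further: plate controls were DMSO wells with enzyme for no effect and no-enzyme buffer wells for full effect; values of inactives mirror those of a sister screen read the other way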
Numbers without * were called inactive; nt = no result given; & = joins results of further samples.

SMILES	APOBEC3A inh	hIAP activ	ATG4B inhibitor	PfG6PD inh	mIAP inh	mIAP act	HKDC1 inhibitor	hIAP inh
CC(C)(C)c1ccc(OCCCC(=O)Nc2ccc(S(N)(=O)=O)cc2)cc1	0	0.81	-13	-16	-6	1.1	-5	18
CC1CCCC(C)N1C(=O)CN1C(=O)NC2(CCOc3ccccc32)C1=O (stereo not given)	1	1	2	4	-4	1	-4	-4
CC(C)n1nnnc1SCC(=O)Nc1ccc2c(c1)OCO2	-2	0.88	6	10	4	0.96	-3	12
COc1ccc(N(C)C(=O)CCS(=O)(=O)c2cccc3nsnc23)cc1	-1	0.88	-12	-9	4	0.96	-5	12
COc1ccc2c(c1)OC(O)(C(F)(F)C(F)F)CC2=O (stereo not given)	-5	0.92	2	-31	11	0.89	-2	8
Cc1n[nH]c(=O)nc1N/N=C/c1ccc(O)c([N+](=O)[O-])c1	1	0.87	5	-3	8	0.92	1	13
COc1cccc(NC(=O)CSc2ccccn2)c1	2	0.96	3	-17	-2	1	3	4
Cc1ccccc1NC(=O)c1ccc(S(=O)(=O)C(F)F)cc1	5	0.98	35	14	0	0.99	-10	2
CC(C)CN1CC(COCc2ccccc2)Oc2ccccc2S1(=O)=O (stereo not given)	-1	nt	5	3	-17	1.1	8	nt
O=C(Nc1nc2ccc(Cl)cc2s1)c1cccc(N2C(=O)CCC2=O)c1	8	0.95	6	10	6	0.94	-6	5
O=S(=O)(NCCCc1ccccc1)c1ccc(Br)cc1	0	0.96	-5	25	-3	1	0	4
O=C(NC1CCCCC1)C(c1ccncc1)N(Cc1ccc(F)cc1)C(=O)c1ccccn1 (stereo not given)	-4	0.9	-8	-2	9	0.91	0	10
COc1cc(CNCCO)cc(Br)c1OCc1ccccc1	-5	1.2	-3	-14	-10	1.1	-7	-17
c1coc(-c2nc3ccccc3nc2-c2ccco2)c1	73	1.2	4	48	40	0.6	17	-24
COc1ccc(CC(=O)Nc2ccc(OC(C)=O)cc2C(=O)O)cc1	5	0.96	-5	-19	1	0.99	-3	4
CCCCc1cc(=O)oc2cc(OCC(=O)NCCN3CCOCC3)c(Cl)cc12	-2	1.3	-12	17	8	0.92	-1	-35
COc1cccc2c(=O)n(CC(=O)N3CCN(c4ccccc4)CC3)ccc12	-8	1	-27	-1	5	0.95	-8	-3
CCCCc1n[nH]c(=S)n1Cc1ccc(Cl)cc1	-6	0.94	2	46	10	0.9	-4	6
CN(C)S(=O)(=O)c1ccc(Cl)c(NC(=O)CNC2(C)CCS(=O)(=O)C2)c1 (stereo not given)	-3	1.2	-3	-3	-5	1.1	-5	-21
Cc1cc(=O)oc2cc(OC(=O)CCN3C(=O)c4ccccc4C3=O)ccc12	-5	1.1	-6	-4	6	0.94	-3	-7
CCN(CC)S(=O)(=O)c1cccc(-c2nnc(SCC(=O)NC)n2CCc2ccccc2)c1	3	1	5	0	0	1	-6	-1
CC(C)NC(=O)N(C)C[C@H]1Oc2ccc(NC(=O)Nc3ccc(C(F)(F)F)cc3)cc2C(=O)N([C@H](C)CO)C[C@@H]1C	-3	1.1	-14	-2	-139	2.4*	-3	-7
CCCCC[C@@H]1C=C(C(=O)O)[C@H](c2ccc(F)cc2)N1S(=O)(=O)c1ccc(C)cc1	-3	1	3	-18	13	0.87	0	-4
CSc1ncccc1C(=O)Nc1cc(Cl)ccc1N1CCOCC1	-1	0.95	-9	9	9	0.91	-5	5
O=C1N[C@H]2CC=C[C@H]2Nc2ccccc21	5	nt	-1	31	9	0.91	20	nt
CCOC(=O)c1cn[nH]c1NC(=S)Nc1ccc(Cl)cc1	-6	1.3	-5	23	17	0.83	1	-33
O=c1[nH]cnc(O)c1C(c1ccc([N+](=O)[O-])cc1)c1c(O)nc[nH]c1=O	0	0.9	0	5	12	0.89	-9	10
CN(C)c1ccc(CNc2ncc(Br)cc2Br)cc1	-5	0.91	6	-17	2	0.97	-2	9
CC1(C)S[C@@H]2[C@H](NC(=O)Cc3ccccc3)C(=O)N2[C@H]1C(=O)O	0	1.2	6&-2	-1&3	3	0.97	-10&-5	-20
COc1cc(CCC(=O)NNC(=O)c2cccc(Cl)c2)cc(OC)c1OC	0	1.1	-6	-3	0	1	-1	-6
CS(=O)(=O)N(CCC#N)Cc1ccc(C=O)o1	3	0.91	-7	4	4	0.96	0	9
CC(NCc1ccccc1)c1ccccc1O (stereo not given)	1	0.79	-7	-4	15	0.85	-5	21
O=C1CCCN1C(=O)CSc1ncnc2sccc12	5	0.74	1	4	10	0.9	-5	26
Nc1cccc2cnccc12	-4	1.1	-7	29	4	0.96	5	-13
CC1=C(C#N)C(c2ccc3ncccc3c2)C(C#N)=C(C)N1	-3	0.7	-14	18	0	0.99	-8	30
Cc1ccc(S(=O)(=O)NCCCNS(=O)(=O)c2ccccc2)cc1	0	1.2	0	-3	-3	1	-1	-24

As entered above.
CC1=C(C#N)C(c2ccc3ncccc3c2)C(C#N)=C(C)N1 in mIAP act is listed with 0.99
CC1(C)S[C@@H]2[C@H](NC(=O)Cc3ccccc3)C(=O)N2[C@H]1C(=O)O in mIAP act is listed with 0.97
Nc1cccc2cnccc12 in mIAP act is listed with 0.96
O=C1N[C@H]2CC=C[C@H]2Nc2ccccc21 in mIAP act is listed with 0.91
O=C1CCCN1C(=O)CSc1ncnc2sccc12 in ATG4B inhibitor is listed with 1

The listing continues:
SMILES	APOBEC3A inh	hIAP activ	ATG4B inhibitor	PfG6PD inh	mIAP inh	mIAP act	HKDC1 inhibitor	hIAP inh
O=C(CSc1nnc2ccccn12)NNC(=O)c1ccccc1	12	0.98	5	-4	8	0.92	2	2
O=C(O)c1ccccc1-c1ccccc1C(=O)Nc1ccc(-c2nc3cc(Cl)ccc3o2)cc1	1	0.89	19	-32	11	0.89	-1	12
COc1ccc(NC(=O)CN2CCOCC2)cc1	-2	0.91	10	7	9	0.91	0	9
COC(=O)c1ccc(C(=O)OC)c(NC(=S)N2CCC(C(N)=O)CC2)c1	4	0.97	-12	-10	-3	1	-5	3
Cc1ccc(NS(=O)(=O)c2cc(-c3n[nH]c(=O)c4ccccc34)ccc2C)cc1	3	0.97	-24	44	10	0.9	1	3
Cc1cccc(N2CCN(C(=O)CNC(=O)Cc3ccccc3)CC2)c1C	2	1.1	0	-8	4	0.96	2	-12
O=C(CNCc1ccccc1)NCCCN1CCCC1=O	-5	0.85	13	-7	7	0.93	-2	15
Clc1ccc2nnc(Cl)n2n1	-1	0.97	0	-6	0	1	-5	3
O=C1NCCCC1C(=O)N1CCCCC1 (stereo not given)	1	0.98	1	-2	0	1	-16	2
COc1ccc(CCN2CCCC(CN(C)C(=O)c3ccoc3)C2)cc1 (stereo not given)	2	0.97	5	5	0	1	-1	3
CCN(CC)CCN(C(=O)c1ccc(Br)s1)c1nc2cc3c(cc2s1)OCCO3	0	0.98	32	-3	-1	1	5	2
CC(C)Sc1nc2c([nH]1)c(=N)ncn2Cc1ccccc1	-4	0.96	-3	-10	12	0.89	-7	4
CCOC(=O)N1CCC(N2Cc3cccc(C(=O)Nc4c(C)cccc4CC)c3C2=O)CC1	-5	0.89	-7	15	5	0.95	0	11
COc1cc(OC)cc(OCC(O)Cn2cnc3cc(C)c(C)cc32)c1 (stereo not given)	0	1	-16	40	7	0.93	4	-2
CN(CCC(=O)c1ccccc1)CCC(=O)c1ccccc1	0	1.1	-3	11	4	0.96	-3	-11
Cc1cc(=O)oc2cc(OCc3nnc(-c4ccccc4Br)o3)ccc12	-11	1.2	-3	9	5	0.95	8	-17
CC1=CC(C)(C)N(S(=O)(=O)c2ccc(F)cc2)c2ccc(C)cc21	2	1.1	-10	17	-3	1	-2	-5
CCNc1nc(NCC)n2c(SCC(=O)Nc3ccccc3[N+](=O)[O-])nnc2n1	-5	1.2	5	-15	2	0.98	-6	-17
O=C(CS(=O)(=O)c1ccccc1)N1CCCCC1	0	1.1	4	-15	4	0.95	-6	-10
CCC(COC)NC(=O)CCc1nnc(Cc2c[nH]c3ccccc23)o1 (stereo not given)	5	1	7	-7	2	0.98	1	0
CC(C)CN1C(=O)C(=O)N(CC(=O)c2ccc3c(c2)OCO3)C1=O	5	1.1	-3	-4	4	0.96	-1	-13
COc1cc(CCCN2C(N)=NC[C@@H]2Cc2ccc(O)cc2)cc(OC)c1OC	-1	1.2	-9	2	-1	1	2	-24
O=C(Nc1ccccc1C(=O)N1CCN(c2cccc(Cl)c2)CC1)C1=CSCCO1	-9	1.2	-2	-33	-4	1	-1	-18
CCNC(=O)C1CC(=O)N(c2ccc(OCC)cc2)C1 (stereo not given)	-5	1.1	-7	0	-2	1	-6	-12

Already shown: entries from further up.
SMILES	APOBEC3A inh	hIAP activ	ATG4B inhibitor	PfG6PD inh	mIAP inh	mIAP act	HKDC1 inhibitor	hIAP inh
CCC(COC)NC(=O)CCc1nnc(Cc2c[nH]c3ccccc23)o1 (stereo not given)	5	1	7	-7	2	0.98	1	0
CC(C)CN1C(=O)C(=O)N(CC(=O)c2ccc3c(c2)OCO3)C1=O	5	1.1	-3	-4	4	0.96	-1	-13

Next section.
SMILES	APOBEC3A inh	hIAP activ	ATG4B inhibitor	PfG6PD inh	mIAP inh	mIAP act	HKDC1 inhibitor	hIAP inh
COc1cc2ncnc(NCc3ccccc3C)c2cc1OC	-4	0.97	1	0	6	0.94	2	3
Cc1c(Cc2ccccc2)c(NCCCO)n2c(nc3ccccc32)c1C#N	-3	1.1	-14	-6	-25	1.3	4	-10
Cc1ccc(N=Nc2cc(C)ccc2N)cc1	0	0.7	6	23	22	0.78	-1	30
O=C(NS(=O)(=O)c1ccccc1[N+](=O)[O-])c1ccccc1	-3	1.2	3	-5	7	0.93	-3	-25
O=C(c1cnn(C(=O)c2cccc(S(=O)(=O)N3CCOCC3)c2)c1)c1cc(Cl)cc(Cl)c1O	-2	0.92	6	-6	1	0.99	-1	8
O=C(COc1ccccc1)Nc1nnc(S(=O)(=O)N2CCCCC2)s1	4	0.83	-2	-30	-15	1.1	3	17
CC(=O)OC(C(=O)NC1CCCCC1)c1ccccc1 (stereo not given)	-3	0.82	-9	-3	1	0.99	-4	18
CCOC(=O)C1=C(c2ccccc2)c2ccccc2OC1C(=O)OCC (stereo not given)	3	nt	11	12	9	0.91	-2	nt
Cc1ccc(NC(=O)C2CCN(S(=O)(=O)c3ccc4c(c3)CC(C)N4C(=O)C3CCC3)CC2)nc1 (stereo not given)	-5	1.1	3	-5	-3	1	2	-6
CCOC(=O)c1ccc(NC(=O)Oc2cc(C)c(Cl)cc2C(C)C)cc1	-1	1	14	9	-2	1	2	0
CCN(CC)c1ccc(/C=N/NC(=O)Cc2ccc(OC)c(OC)c2)cc1	-4	0.94	-1	-4	-9	1.1	1	6
O=C(COc1ccc2c(c1)OCO2)Nc1ccc2c(c1)oc1ccccc12	-1	0.9	22	-11	-2	1	-5	10
CCCCCCOC(=O)C(C#N)c1nc2ccccc2nc1N1CCN(C)CC1 (stereo not given)	0	0.94	11	8	15	0.85	9	6
O=C(Cn1nc2n(c1=O)-c1ccccc1SC2)N/N=C/c1ccncc1	0	0.94	2	-5	-9	1.1	-9	6
COc1cc(OC)c(C2N(C)c3ccccc3N2C)cc1OC	6	0.91	nt	nt	-6	1.1	nt	9
COc1ccccc1CNC(=O)c1ccc2c(=O)n(CC3CCCO3)c(=S)[nH]c2c1 (stereo not given)	-2	0.98	3	-14	-3	1	-3	2
COc1ccc(N2CCN(c3oc(COc4ccccc4)nc3C#N)CC2)cc1	-4	0.85	-15	21	3	0.97	6	15
CN1CCc2c(sc3nc(NN)n(Cc4ccccc4)c(=O)c23)C1	-2	1.7	-3	12	18	0.82	-28	-70
O=C(NC1CCCc2c1cnn2-c1ccccc1F)c1ccccn1 (stereo not given)	2	0.97	1	5	1	0.99	-1	3
CCOc1ccc(NS(=O)(=O)c2c(C)nc3sc(CC)nn3c2=O)cc1	-2	1.1	-8	20	-2	1	-9	-8

Compound activity (PubChem BioAssay)
